# G9a inh: blocks human histone lysine methyltransferase G9a; Q96KQ7; G9a H3K9 monomethylation, AlphaScreen, 2 h; Potency, µM (titrated, usually from 102 µM), for inactives: top-dose activity, negative = inhibition, most hits filed as inhibitors; hit rate 8.8% among 350,000; AID 504332; also: % is scaled to controls: 0 for no effect and ±100 for the full control effect; nearly all actives have a fitted effect of over 75% in size
# Target sequence (Q96KQ7 913-1193 limits assumed): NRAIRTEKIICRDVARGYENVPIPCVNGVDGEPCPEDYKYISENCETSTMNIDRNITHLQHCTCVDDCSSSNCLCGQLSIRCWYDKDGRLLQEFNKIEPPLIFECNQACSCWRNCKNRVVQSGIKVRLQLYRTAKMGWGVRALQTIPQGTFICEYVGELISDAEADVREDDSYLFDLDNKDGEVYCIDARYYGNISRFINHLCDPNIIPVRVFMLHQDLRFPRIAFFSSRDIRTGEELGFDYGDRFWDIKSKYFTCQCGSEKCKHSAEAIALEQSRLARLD
#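 Step 1: enzyme (final 20 nM) with compound, 15 min RT. Step 2: substrate peptide 500 nM and SAM 20 uM, 2 h RT. Step 3: anti-H3K9me1 antibody and AlphaScreen beads, 10 min, then plate read.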
# PGK inhibitor: T. brucei PGK inhibition; P07378; Potency, µM (top dose mostly 57.5 µM), without a hit: at the top dose activity change, negative = inhibition, usual class: inhibitors; PGK/GAPDH coupled, Kinase-Glo luminescence, 60 min; hit rate 0.043% among 380,000; also: % is scaled to controls: 0 for no effect and ±100 for the full control effect; nearly all actives have a fitted effect of over 60% in size
#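 Luminescent ATP detection (Kinase-Glo Plus) follows a 60-minute room-temperature incubation, with wells lacking PGK as controls. Buffer: 100 mM TEA (pH 7.6), 5 mM MgCl2, 0.01% Tween-20. Coupling enzyme GAPDH (100 nM final) supplies unstable 1,3-BPG in-well.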
# HP1b chromo inh: HP1-beta chromodomain-methylated histone interaction inhibition; P83916; AlphaScreen HP1-beta / biotin-H3K9me3 peptide binding; Potency, µM (titrated, usually from 114 µM), without a hit: at the highest dose activity change, negative = inhibition, usual class: inhibitors; hit rate 0.56% among 390,000; AID 540317; also: nearly all actives have a fitted effect of over 70% in size; inactives centre near 23
# Target sequence (P83916 whole entry, looked up): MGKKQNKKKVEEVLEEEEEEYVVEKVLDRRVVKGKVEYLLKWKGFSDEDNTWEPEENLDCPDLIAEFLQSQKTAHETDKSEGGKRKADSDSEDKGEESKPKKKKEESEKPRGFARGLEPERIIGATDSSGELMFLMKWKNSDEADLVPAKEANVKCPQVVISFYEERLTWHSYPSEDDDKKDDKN
#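 AlphaScreen: HP1-beta (50 nM) preformed 30 min with biotin-H3(1-18)K9me3 peptide (50 nM) in PBS pH 7.4, 0.01% Tween-20. Compound added for 30 min at RT, then streptavidin donor/nickel chelate acceptor beads (10 ug/mL) for 30 min.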
# BLM inh: blocks DNA unwinding by human BLM helicase | hit rate 0.2% among 350,000 | Potency, µM (top dose mostly 56.1 µM), without a hit: top-dose activity change, negative = inhibition, hits mostly inhibitors | recombinant BLM DNA unwinding, fluorescence dequenching | P54132 | AID 2528;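 also: plate controls were vehicle for no effect and no enzyme for full effect; nearly all actives have a fitted effect of over 35% in size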
# POLI inh: inhibitors of human DNA polymerase iota. Q9UNA4. Pol iota fluorescent replication assay, 10 min. Potency, µM (top dose mostly 115 µM), for inactives: top-dose activity, negative = inhibition, actives largely listed as inhibitors. hit rate 1% among 390,000. AID 588590
#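 Fluorescent replication assay read twice, at 0 min and 10 min after adding 50 nM (final) substrate. Enzyme (10 nM) and compounds were first incubated 15 min at room temperature; enzyme-free buffer wells were negative controls.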
# JMJD2A Tudor: inhibitors of human JMJD2A Tudor domain | O75164 | AlphaScreen JMJD2A-Tudor / H3K4me3 peptide binding | Potency, µM (highest dose often 114 µM), without a hit: top-dose activity change, negative = inhibition, usual class: inhibitors | hit rate 4.4% among 390,000; also: % is scaled to controls: 0 for no effect and ±100 for the full control effect; nearly all actives have a fitted effect of over 50% in size
# BAZ2B block: inhibitors of human BAZ2B bromodomain. Potency, µM (titrated, usually from 114 µM), without a hit: at the top dose activity change, negative = inhibition, hits mostly inhibitors. AlphaScreen BAZ2B-H3K14Ac peptide displacement. hit rate 4.4% among 360,000; also: % is scaled to controls: 0 for no effect and ±100 for the full control effect; nearly all actives have a fitted effect of over 60% in size
#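 Inhibition is scored as reduced AlphaScreen emission. The BAZ2B/b-H3(5-23)K14Ac complex (50 nM each) in PBS pH 7.4, 0.01% Tween-20 meets compound (up to 110 uM) for 30 min at RT before bead addition.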
# Pin1 inh: human Pin1 inhibition | Pin1 FP peptide displacement, HiFluor488, 10 min | hit rate 0.009% among 390,000 | Potency, µM (titrated, usually from 115 µM), for the others: at the highest dose activity, negative = inhibition, most hits filed as inhibitors | Q13526; active = well fitted inhibition curve with a large enough effect in the polarisation, with a control signal flat, not every such curve was filed as active; inconclusive = small, poorly fitted or top-dose-only effect, or effect the other way, or a change in a side signal; inactive = no such curve, though single readings can be large or run the other way; the % refers to the polarisation; also: % is scaled to controls: 0 for no effect and ±100 for the full control effect
# Target sequence (Q13526 whole entry, looked up): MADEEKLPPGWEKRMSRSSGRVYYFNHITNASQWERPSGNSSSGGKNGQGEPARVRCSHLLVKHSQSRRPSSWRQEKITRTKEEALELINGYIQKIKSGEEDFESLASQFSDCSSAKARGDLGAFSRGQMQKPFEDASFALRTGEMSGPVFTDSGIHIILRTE
# GLS inh: inhibitors of human glutaminase (GLS) | O94925 | AID 624170 | hit rate 0.21% among 410,000 | Potency, µM (series often up to 45.5 µM), for inactives: at the highest dose activity change, negative = inhibition, most hits filed as inhibitors | GLS enzymatic activity, qHTS titration; also: % is scaled to controls: 0 for no effect and ±100 for the full control effect
#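 Enzyme dispensed in phosphate buffer (45 mM, pH 8.2, 0.02% Tween-20), compounds pinned in, then 1 mM L-glutamine solution and the glutamate oxidase–HRP–Amplex Red mix added; fluorescence read immediately and again after 30 min at room temperature.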
# The depositor's hits bear a star; i = inactive; ? = inconclusive; · = no result given; [ ] = another dose, or the depositor's remark. Unless noted, calls follow the shape of the dose curve; as a rule, active = well fitted curve in the direction sought with a large enough effect; inconclusive = small, poorly fitted or top-dose-only effect, or another doubt; inactive = no such curve, though single readings can be large; an effect the other way counts as inactive or inconclusive. Potency is read from the fitted curve at half-maximal effect. Some of the compounds tested. The share of hits here may be higher or lower than overall.
BLM inh	HP1b chromo inh	GLS inh	G9a inh	BAZ2B block	PGK inhibitor	Pin1 inh	JMJD2A Tudor	SMILES	POLI inh
0%	28%	1%	26%	-1%	i	-6%	-8%	CN(Cc1ccccn1)C(=O)c1ccc2nc(Cc3cccc(Cl)c3)oc2c1	-1%
-1%	7%	4%	16%	-17%	-4%	-4%	-25%	CC(C)Cc1ccc(CN2CCCC(NC(=O)c3ccnn3C)C2)cc1 (stereo unspecified)	28%
·	1%	2%	·	·	2%	2%	-28%	COc1cc(OC)c(OC)cc1CNCC1COc2ccccc2O1 (stereo unspecified)	-6%
-1%	20%	0%	-8%[59 µM]	-2%	0%	-2%	4%	COc1ccc(C(=O)N/N=C/C(C)c2ccccc2)cc1OC (stereo unspecified)	6%
·	35%	8%	·	·	-5%	-3%	-34%	COc1ccc2[nH]c3c(c2c1)CCN1C(=O)C(CC(=O)NCC24CC5CC(CC(C5)C2)C4)C[C@H](C(=O)N2CCOCC2)[C@@]31C (stereo partly specified)	21%
-4%	100%[activator]	-2%	·	-6%	i	0%	0%	Cc1c(C(=O)Nc2cccc(N(C)S(C)(=O)=O)c2)cccc1[N+](=O)[O-]	43%[activator]
·	60%[activator]	0%	·	·	i	2%	-21%	Nc1nonc1-n1nnc(C(=O)N/N=C/c2cccc(F)c2)c1CN1CCCCCC1	8%
·	24%	-2%	-2%[59 µM]	8%	-3%	-7%	-17%	O=C(Nc1ccc(S(=O)(=O)N2CCCC2)cc1)c1cncc(Br)c1	13%
-7%	24%	5%	-12%	-7%	-7%	2%	-14%	Cc1ccc(S(=O)(=O)N2CCCC(C(=O)NCCc3ccc4c(c3)OCO4)C2)cc1 (stereo unspecified)	3%
-5%	-1%	-2%	14%	?	0%	-1%	-30%	COc1ccccc1N1CCN(c2ccc([N+](=O)[O-])cn2)CC1	52%[activator]

# (cont.)
BLM inh	HP1b chromo inh	GLS inh	G9a inh	BAZ2B block	PGK inhibitor	Pin1 inh	JMJD2A Tudor	SMILES	POLI inh
-3%	19%	4%	-1%[59 µM]	-36%	13%	-4%	-10%	CCCCNc1nc2c(S(=O)(=O)c3ccc(Cl)cc3)nnn2c2ccsc12	2%
-2%	36%	-8%	?	-2%	-5%	-23%	-2%	C=C(C)CSc1nnc(-c2cccc(S(=O)(=O)N(C)C)c2)n1-c1cc(OC)ccc1OC	16%
3%	35%	-5%	-1%[59 µM]	-5%	0%	1%	-7%	CC(=O)OC1CCC2(C)C(=CCC3C2CCC2(C)C3CC3OC4(CCC(C)CN4)C(C)C32)C1 (stereo unspecified)	-5%
-4%	26%	?	-9%	5%	9%	-5%	-17%	CCOc1ccc(NC(=O)C2CCN(S(=O)(=O)c3cccnc3)CC2)cc1	28%
-1%	56%[activator]	0%	-40%	-1%	-3%	11%	-3%	CC1CCCC(NC(=O)COC(=O)c2ccc(S(=O)(=O)N3CCOCC3)cc2)C1C (stereo unspecified)	2%
·	10%	4%	-2%	-2%	6%	0%	-8%	O=C(CCNC(=O)c1ccccc1Cl)NCc1ccncc1	?
-5%	12%	2%	-28%	-33%	-5%	3%	-22%	COc1cc(C(=O)OCC(=O)N2CCCCC2C)cc(NC(=O)c2cccs2)c1OC (stereo unspecified)	88%[activator]
1%	25%	19%	0%[59 µM]	-4%	1%	4%	-24%	COc1ccc(CCNC(=O)C/C(C)=N/NC(=O)c2ccc(N)cc2)cc1OC	1%
·	28%	1%	?	-1%	-6%	0%	-1%	Nc1nnc(SCC(=O)NCC(=O)Nc2ccc(F)c(F)c2F)s1	41%[activator]
1%	42%[activator]	-7%	50µM*	-2%	-9%	2%	-9%	Cc1ccc2c(c1)NC(=O)C(CC(=O)N(C)Cc1ccccc1)O2 (stereo unspecified)	4%

# More results.
BLM inh	HP1b chromo inh	GLS inh	G9a inh	BAZ2B block	PGK inhibitor	Pin1 inh	JMJD2A Tudor	SMILES	POLI inh
-3%	42%[activator]	8%	1%	-12%	2%	-3%	-4%[11.4 µM]	CCc1ccc(N2CCN(C(=O)N3CCOCC3)CC2)cc1	91%[activator]
-8%	17%	17%	-29%	?	0%	6%	-21%	COCC(=O)OC/C(O)=C(\C#N)c1nc2ccccc2[nH]1	47%[activator]
-1%	20%	1%	5%	-1%	-3%	-2%	-13%	Cc1ccc(C)c(N2CCN(c3nc4ccccc4c(=O)n3Cc3ccccc3)CC2)c1	-21%
2%	27%	1%	32%	15%	·	0%	-8%	O/C(=C\Sc1nnc(Cc2ccccc2)o1)c1ccc(Br)cc1	2%
0%	13%	11%	5%[59 µM]	-6%	0%	2%	-22%	COc1ccc(-c2ccc(Nc3ccc(C(=O)N4CCOCC4)cc3)nn2)cc1OC	?
-4%	26%	-13%	-4%[59 µM]	-14%	-11%	31%[activator]	-2%	O=C(Cn1c(=O)n(Cc2nc(-c3ccccc3)no2)c(=O)c2ccccc21)Nc1cccc(Cl)c1	20%
0%	31%[57 µM]	0%	-3%[59 µM]	3%	-13%	0%	3%	CC(C)CCNC(=O)c1ccc2nc(Cc3ccccc3)oc2c1	22%
·	69%[activator]	1%	26%[12.7 µM]	33%[activator]	1%	-4%	0%	CCOC(=O)C(C)N(c1ccccc1Cl)S(C)(=O)=O (stereo unspecified)	18%
0%	-32%	15%	11%[59 µM]	16%	-2%	4%	?	CCCN1CCC(=NNc2ccc(S(=O)(=O)N3CCOCC3)cc2[N+](=O)[O-])CC1	18%
·	44%[activator]	1%	·	·	-6%	-10%	-5%	CC(=O)Nc1ccc(S(=O)(=O)NC2(c3ccccc3)C(=O)N(C)C(=O)N(C)C2=O)cc1	33%[activator]

# The results go on:
BLM inh	HP1b chromo inh	GLS inh	G9a inh	BAZ2B block	PGK inhibitor	Pin1 inh	JMJD2A Tudor	SMILES	POLI inh
-7%	7%	-3%	17%[59 µM]	-10%	4%	-3%	7%	O=C1CSc2ccc(S(=O)(=O)NCc3ccc(Cl)cc3)cc2N1	57%[activator]
-8%	14%	14%	40µM*	-21%	4%	-4%	-35%	CC1Cc2ccccc2N1C(=S)Nc1cccc(S(=O)(=O)N(C)C)c1 (stereo unspecified)	58%[activator]
1%	52%[activator]	7%	9%	-26%	1%	?	19%	CCCCc1cc(=O)oc2c(C)c(OCC(=O)NCc3ccccn3)ccc12	8%
1%	37%	-3%	-10%[59 µM]	1%	-7%	2%	-1%	CCCCCC(=O)N(CN1C(=O)CCC1=O)c1ccccc1	-2%
1%	?	-15%	11%	-5%	0%	-2%	5µM*	CCCCN1C(=O)C(=O)N(CC(=O)NC2CCCc3ccccc32)C1=O (stereo unspecified)	-3%
-2%	50%[activator]	5%	-24%[59 µM]	-3%	-2%	?	-4%	CCOC(=O)c1ccc(NC(=O)CSc2nc(-c3ccc(F)cc3)cc(C(F)(F)F)c2C#N)cc1	6%
-6%	4%	31%[activator]	?	?	-11%	-6%	-21%	O=C(CSc1nc2ccsc2c(=O)n1Cc1ccc(C(=O)O)cc1)NCc1ccco1	?
-4%	12%	-4%	-9%	-9%	i	10%	-10%	CN(CCOc1ccc(-c2ccn(S(=O)(=O)c3c(Cl)cccc3Cl)n2)cc1)c1ccccn1	-6%
0%	-10%	2%	·	-10%	i	-2%	-24%	COc1cccc(C(=O)C2CCCN(Cc3cn[nH]c3C3CCCCC3)C2)c1 (stereo unspecified)	54%[activator]
-1%	27%	2%	16%	-30%	-2%	0%	-12%	O=c1c2ccc(Cl)cc2[nH]c(=S)n1Cc1cccnc1	12%

# Further compounds.
BLM inh	HP1b chromo inh	GLS inh	G9a inh	BAZ2B block	PGK inhibitor	Pin1 inh	JMJD2A Tudor	SMILES	POLI inh
-8%	16%	1%	-5%	-31%	i	-1%	-12%	COc1ccc(NC(=O)c2coc3ccccc23)cc1OC	23%
2%	3%	8%	?	-6%	i	-7%	-23%	OC(COc1ccc2c(c1)CCC2)CN1CCN(c2ccccc2F)CC1 (stereo unspecified)	-1%
-4%	-6%	?	15%[0.0925 µM]	?	5%	?	-33%	Cc1ccc(-c2nn(-c3ccccc3)cc2C=C2C(=O)CC(C)(C)CC2=O)cc1	?
-1%	34%	1%	4%[59 µM]	-7%	i	-11%	-1%	O=C(Cc1ccccc1)Nc1c(C(=O)Nc2ccccc2F)oc2ccccc12	23%
-8%	-23%	-2%	·	7%	-8%	-7%	?	O=C(c1cc2cc(F)ccc2[nH]1)N1CCCC(Nc2ccc(F)cc2)C1 (stereo unspecified)	56%[activator]
·	?	30%[activator]	·	·	-9%	-5%	?	NC(=S)NN=C(c1ccc(F)cc1)C1CC1	12%
-8%	24%	1%	?	-7%	1%	-1%	-17%	CC(C)Oc1ccc(OCCn2c(S(=O)(=O)O)nc3c(N)ncnc32)cc1	-6%
-6%	29%	7%	·	-10%	-5%	3%	-16%	C/C(=N/NC(=O)c1cc(-c2ccccc2)nc2c(Cl)cccc12)c1cccnc1	-10%
0%	-31%	-4%	?	?	i	-3%	?	Cn1c(=O)c2c(nc(N3CCN(Cc4ccccc4)CC3)n2CCCc2ccccc2)n(C)c1=O	-12%
-5%	-29%	3%	40µM*	?	5%	4%	-8%	COCc1nnc(NC(=O)C2CC(=O)N(CCc3ccc(F)cc3)C2)s1 (stereo unspecified)	-23%
-2%	21%	-10%	9%[12.7 µM]	13%	-8%	2%	-10%	Nc1nonc1C(=O)NCCNC(=O)c1cccs1	6%
1%	-17%	12%	22%[59 µM]	-6%	-1%	-13%	-20%	Cn1c(NC(=S)Nc2ccccc2)nc2ccccc21	6%

# Bioassay records (PubChem BioAssay)
